TNAP activation fold = human TNAP enzyme activators, primary screen, biochemical, luminescent, no phosphate acceptor, uHTS (AID 1001) | purified TNAP, luminescent activation assay, no phosphate acceptor; higher activation fold means a stronger effect | 0.03% of 200,000 active | activation fold at 20 µM, or EC50 in µM where a hit was titrated; in the data active = activation fold from about 3, or a potency from the dose series; inactive = the rest, 99 in 100 with activation fold below about 1.6; also: many of its hits are not listed in these tables
PMI inhibitors = inhibitors of human PMI, primary screen, biochemical, fluorescence intensity, coupled assay (AID 1209). purified PMI enzyme, coupled fluorescence intensity; higher % means a stronger effect. inhibition, % at 20 µM, or IC50 in µM where a hit was titrated. 0.42% of 190,000 active;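 also: plate controls were DMSO vehicle for no effect and wells lacking substrate for full effect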
XIAP displacement = small molecules displacing peptide from XIAP – biochemical, IAP family, fluorescence polarization (AID 1018); XIAP BIR domain, fluorescence polarization peptide displacement; higher % means a stronger effect; displacement, % at 20 µM; hits with a dose series show IC50 in µM; 0.007% of 200,000 active; in the data active = displacement above about 50%; also: a part of the inactive calls stands beside numbers as strong as those of hits
Siah-1 displacement = Siah-1 peptide-binding antagonists, primary screen, biochemical, fluorescence polarization, rhodamine-plectin, uHTS (AID 1817). Siah-1 / rhodamine-plectin peptide fluorescence polarization; higher % means a stronger effect. displacement, % at 20 µM; hits with a dose series show IC50 in µM. 0.02% of 290,000 active;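 active = displacement of at least 50% at 20 µM, with a fluorescence ratio check between 0.3 and a set limit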;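 also: plate controls were Siah plus tracer with DMSO for no effect and tracer alone without Siah for full effect; strong numbers were not always called active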
P. falciparum M1AAP = malaria alanyl aminopeptidase activity blockers – biochemical, fluorogenic H-Leu-NHMec substrate, 1536-well (AID 1445); 0.42% of 220,000 active; recombinant M1AAP, H-Leu-NHMec fluorogenic kinetic assay; higher % means a stronger effect; inhibition, % at 30 µM; hits with a dose series show IC50 in µM;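 active = primary inhibition above the hit cutoff, then over 50% inhibition at one or more dose response concentrations, cut at about 23% in these data, passing the limit was not always enough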;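 also: plate controls were DMSO full reaction for no effect and no enzyme background for full effect; strong numbers were not always called active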
UTI89 phage lysis = inhibition of K1F phage lysis, E. coli UTI89, bacterial capsule biogenesis inhibitors, alamar blue (AID 488966) | E. coli UTI89 K1F phage lysis, alamar blue, 2 h; higher % means a stronger effect | inhibition, % at 100 µM, or IC50 in µM where a hit was titrated | 0.02% of 340,000 active;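 active = phage lysis inhibition, versus mean bacterial control, above a set limit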;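 also: capsule biogenesis inhibitors block K1F phage lysis so surviving cells raise fluorescence; higher fluorescence means more inhibition of phage lysis; actives were called in the ten point dose series up to 300 µM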
Hep lipid drop = modulators of hepatic lipid droplet formation. AML12 mouse hepatocytes, oleate lipid droplets, BODIPY imaging. inhibition, % at 6.5 µM. 0.4% of 240,000 active. AID 1656;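 active = lipid droplet intensity inhibited by at least 50%, with more than 500 cells counted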
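material = mouse AML12 hepatocyte cell line, fixed after treatment | also added = 100 µM oleic acid challenge | doses = compound at 6.5 µM only | schedule = overnight exposure | technique = Image-based BODIPY and DAPI two-channel analysis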
P. falciparum M17LAP = P. falciparum M17LAP inhibitors, primary screen, biochemical, fluorogenic H-Leu-NHMec substrate, 1536-well (AID 1619); recombinant M17LAP, H-Leu-NHMec fluorogenic kinetic assay; higher % means a stronger effect; inhibition, % at 30 µM; hits with a dose series show IC50 in µM; 0.38% of 220,000 active;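 active = compound inhibiting the enzyme by more than half at any dose during confirmatory dose-response retesting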;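 also: plate controls were full reaction with DMSO carrier for no effect and no enzyme background for full effect; strong numbers were not always called active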
human PMI inhibitors = MPI inhibition at elevated mannose 6-phosphate – biochemical, fluorescence intensity, high mannose 6-phosphate, primary screen (AID 1220). recombinant PMI enzyme, coupled fluorescence intensity; higher % means a stronger effect. 0.66% of 190,000 active. one-dose inhibition, % at 20 µM; IC50 in µM for titrated hits
Hep lipid drop cells 6.5 µM = further read-out of Hep lipid drop, marked with its call; cell count; measured here: cell count, cytotoxicity flag;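 cells counted across two imaged fields per well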
The depositor's hits bear a star; nt = not tested or not shown; [ ] = dose if it differs, or a comment. Rule as the data show it, unless noted: active = inhibition above about 50%; inactive = the rest.

SMILES	TNAP activation fold	PMI inhibitors	XIAP displacement	Siah-1 displacement	P. falciparum M1AAP	UTI89 phage lysis	Hep lipid drop	Hep lipid drop cells 6.5 µM	P. falciparum M17LAP	human PMI inhibitors
COc1ccc(CC(=O)Nc2nnc(SCc3ccccc3)s2)cc1S(=O)(=O)N1CCOCC1	1	2.4%	-8.5%	2.8%	14.7%	3.8%[50 µM]	-2.3	762	5.3%	0.4%
Cc1ccc(CSCC(=O)N2CCOCC2)cc1	1.1	9.9%	-7.0%	-1.8%	10.4%	0.0%	9.2	769	0.6%	11.7%
Oc1ccccc1C1=NCCNC(C(F)(F)F)=C1	1	2.2%	2.9%	-1.5%	3.2%	-0.7%	2.4	714	4.9%	-3.4%
COc1cc(OC)c(NC(=O)c2ccccc2F)cc1Cl	1	-0.7%	-3.3%	-0.7%	7.4%	1.2%	-16.5	670	3.6%	-0.8%
C/C(=N\NC(=S)NC(C)C)c1ccc(Cl)s1	1	10.5%	4.7%	-8.1%	7.0%	0.1%	15.1	696	-1.4%	-0.3%
COc1cccc(OCC(=O)Nc2ccc(OC)c(OC)c2)c1	1	14.2%	-3.8%	-1.2%	2.8%	2.8%	5.0	805	5.7%	8.3%
COCCn1c(=S)[nH]c2cc(C(=O)N3CCN(c4ccc(F)cc4)CC3)ccc2c1=O	1.1	9.2%	-4.0%	-0.3%	8.6%	-0.4%	nt	nt	0.2%	9.9%
COc1cc(NS(=O)(=O)c2ccc(NC(=O)/C=C/c3cccc([N+](=O)[O-])c3)cc2)ncn1	1	-15.5%	-7.6%	7.1%	0.1%	-2.0%	4.1	684	1.2%	-19.2%
NC(=O)CSc1nnc2sc3ccccc3n12	1.1	2.5%	-1.4%	3.1%	4.5%	0.2%	nt	nt	-11.3%	0.5%
Oc1ccc(Cl)cc1-c1cc(-c2ccccc2Cl)[nH]n1	1.2	12.5%	3.9%	-1.4%	-2.4%	0.3%	3.0	732	-2.4%	4.7%
Cc1ccc(Sc2c(C#N)c(-c3ccccc3)nn2C)cc1	1	1.2%	-5.1%	1.0%	1.5%	3.2%	nt	nt	-2.2%	3.8%
CCC1C(=O)N=C(SCC(=O)Nc2ccc(C(=O)OC)cc2)NC1=O (stereo not given)	1.1	-2.2%	-9.4%	-2.3%	2.7%	-0.5%	nt	nt	29.6%	-5.9%
CN1C(=O)c2ccc(C(=O)NCc3ccccc3)cc2C1=O	1.1	11.7%	-2.0%	3.0%	5.4%	0.0%	-3.1	655	-3.5%	11.3%
CCOC(=O)c1cn2nc(Oc3ccc(OC)cc3)ccc2n1	nt	nt	nt	0.7%	5.2%	0.3%	-6.6	762	9.2%	nt
COc1ccc(-c2nc(NC(=O)c3n[nH]c(=O)c4ccccc34)sc2C)cc1	1.5	4.7%	-0.5%	1.1%	-0.1%	2.4%[50 µM]	0.4	651	9.6%	6.3%
OCC1(CC2CCCCO2)CCN(Cc2ccccc2-c2ccco2)CC1 (stereo not given)	1.1	8.1%	-5.3%	4.8%	0.9%	-1.4%	-3.1	703	-0.7%	18.3%
Cc1ccc2nc(Cc3ccc(N)cc3)[nH]c2c1	1.1	-2.8%	-2.1%	0.6%	1.3%	0.8%	nt	nt	-4.7%	-5.9%
CC12CC3(C)CC(C)(C1)CC(C(=O)NC(=S)N1CCOCC1)(C2)C3	1	10.5%	-5.8%	-4.5%	6.4%	-0.5%	nt	nt	1.6%	8.6%
Cc1ccc(NC(=O)N2CCc3ccccc3C2)cc1	0.9	-14.2%	-5.0%	-5.2%	0.9%	-0.2%	-5.8	845	2.4%	-14.8%
CC(C)CC(NC(=O)c1cccc(Cl)c1)C(=O)O (stereo not given)	1.1	14.1%	-8.5%	0.1%	2.5%	2.2%	6.8	754	2.3%	10.4%
CCn1c(=N)n(CC(O)c2cccs2)c2ccccc21 (stereo not given)	1.1	2.6%	-5.8%	-1.9%	7.1%	0.6%	-6.6	731	0.6%	-2.1%
COCC(=O)NCc1nc2ccccc2n1Cc1ccccc1F	1.1	2.9%	-3.2%	-2.3%	-3.7%	0.5%	-0.9	665	10.7%	-1.7%
CCOc1ccc(/C=C/C(=O)Nc2ccccc2C(F)(F)F)cc1	1.1	24.8%	-6.1%	3.4%	2.3%	-5.6%	-14.4	427	-7.4%	13.1%
N#Cc1c(-n2cccc2/C=N/O)sc2c1CCCC2	1	9.5%	-0.2%	-3.5%	7.4%	1.0%	nt	nt	-2.7%	9.1%
COc1ccc(CCN2C(=O)CN=C2Nc2ccc(F)cc2)cc1OC	1.1	4.8%	-0.7%	6.4%	4.1%	-0.2%	-1.9	626	3.5%	-0.6%
Additional records follow:
SMILES	TNAP activation fold	PMI inhibitors	XIAP displacement	Siah-1 displacement	P. falciparum M1AAP	UTI89 phage lysis	Hep lipid drop	Hep lipid drop cells 6.5 µM	P. falciparum M17LAP	human PMI inhibitors
CC(OC(=O)c1ccc2c(=O)n3c(nc2c1)CCCCC3)C(N)=O (stereo not given)	1.1	-0.6%	17.3%	15.2%	2.0%	0.4%	3.2	662	8.9%	6.4%
NC(=O)c1ccc(NC(=O)CCCc2nc(-c3ccccc3Cl)no2)cc1	1	-3.7%	-6.5%	-1.0%	20.7%	-0.7%	nt	nt	-1.7%	2.7%
CCCCNc1nc(N(C)c2ccccc2)nc(-n2ccnc2)n1	1	17.3%	-2.1%	2.9%	5.4%	0.4%	nt	nt	-0.3%	19.7%
O=c1oc2ccc3ccccc3c2cc1-c1nnc(-c2cccs2)o1	1.3	14.2%	0.0%	6.3%	-7.2%	0.9%[50 µM]	-14.1	621	17.3%	-0.6%
CC12CCC(C(=O)N3CCc4ccccc43)(CC1=O)C2(C)C (stereo not given)	1	8.9%	-3.0%	0.1%	6.2%	0.3%	10.9	760	-9.5%	4.5%
COc1cccc(-n2c(=S)[nH]c3c(oc4ccccc43)c2=O)c1	1.1	-3.7%	-1.2%	3.4%	4.0%	-0.3%[50 µM]	19.4	745	1.6%	-1.0%
COc1cccc(/C=C(/C(=O)OCC(=O)NCC2CCCO2)c2ccccc2)c1 (stereo not given)	1.1	-3.8%	-2.6%	12.2%	1.3%	-0.2%	-4.3	674	2.8%	-0.4%
O=C(Oc1ccccc1)c1cccc2cccc(C(=O)Oc3ccccc3)c12	nt	nt	nt	-0.6%	7.1%	nt	-4.3	779	-3.2%	nt
CC(=O)Nc1cccc(N=NN2CCOCC2)c1	1.1	3.3%	-9.1%	12.2%	4.3%	nt	-2.5	732	19.0%	0.3%
CNC(=S)N/N=C(\C)c1ccc2c(c1)OCO2	1	-10.8%	-3.1%	-0.4%	6.5%	0.4%	13.4	705	6.5%	-9.3%
COc1ccc(C2=NN(C(=O)CN3CCOCC3)C(c3nc4ccccc4[nH]3)C2)cc1 (stereo not given)	1.1	-12.9%	-4.8%	7.7%	5.2%	0.5%	23.8	671	-6.4%	-9.3%
Cc1cccc2sc(N(CCCN(C)C)C(=O)c3ccco3)nc12	1.1	0.9%	-5.2%	12.4%	4.7%	0.2%	-33.7	569	2.9%	11.1%
Clc1cccc(N=NN2CCOCC2)c1Cl	nt	nt	nt	-0.2%	2.5%	0.1%	4.3	639	13.0%	nt
Cc1ccccc1CSc1nnc2ccc(-c3ccncc3)nn12	1.1	6.8%	-2.5%	3.4%	0.7%	0.2%	18.4	679	0.4%	14.3%
COc1ccc(C(C)=O)cc1COC(=O)c1cnc(Cl)c(Cl)c1	1.1	1.3%	1.0%	16.1%	0.2%	0.2%	1.7	678	-12.1%	-1.9%
CCOP(=O)(OCC)C(NC(=O)Nc1ccc(Cl)cc1)C(=O)N(CC)CC (stereo not given)	1	1.3%	-11.4%	6.6%	0.8%	0.3%	-10.1	618	8.0%	-8.0%
Cc1cc2c(c(SCC#N)n1)C(=O)OC2	1	-18.4%	-9.8%	-3.0%	-5.6%	0.6%	0.4	694	1.2%	-12.4%
CC(Cc1cccs1)NC(=O)Nc1ccc(F)cc1 (stereo not given)	1.1	-4.8%	-3.4%	-6.6%	10.9%	0.1%	-22.0	766	4.4%	-5.2%
O=C(O)c1cccnc1Sc1ccccc1	1.1	-6.3%	-3.1%	-0.5%	8.4%	1.3%	32.9	626	5.8%	-16.8%
Cc1ccc(C(C[N+](=O)[O-])Sc2ccc(N)cc2)cc1 (stereo not given)	nt	nt	nt	16.4%	5.2%	0.5%	0.7	678	-0.4%	nt
O=C(CSc1ccc(Cl)cc1)N1CCCC1	1.1	2.8%	-2.7%	-1.8%	-5.9%	0.1%	-1.3	694	1.2%	-0.8%
CC(C)=NNc1nc2c(c(=O)n(C)c(=O)n2C)n1C	nt	nt	nt	-0.2%	4.5%	nt	-7.1	718	1.9%	nt
COC(=O)c1cc(OC)c(OC)c(OC)c1[N+](=O)[O-]	nt	nt	nt	13.4%	-0.3%	0.3%	5.0	621	4.8%	nt
O=C(O)COc1ccc(/C=N/NC(=O)c2ccc(-c3csc(Nc4ccc(Cl)cc4)n3)cc2)cc1	nt	nt	nt	-22.4%	13.6%	-0.1%	-3.2	662	2.4%	nt
COc1cc(OC)c(-c2noc(C(=O)OC(C)(C)C)c2C(=O)OC(C)(C)C)c(OC)c1	1	2.9%	-11.3%	-6.7%	1.2%	1.3%[50 µM]	-5.6	734	9.2%	18.8%
CCOC(=O)c1c(NC(=O)COC(=O)Cn2c(C(F)(F)F)nc3ccccc32)sc(C)c1C	1	-1.0%	-7.1%	-3.7%	6.0%	0.4%	nt	nt	0.8%	-1.2%
COc1cccc(-n2c(SC3CCOC3=O)nc3ccccc3c2=O)c1 (stereo not given)	1.1	-4.4%	-5.1%	2.5%	6.1%	-0.5%	-6.9	782	8.2%	0.2%
CC(=O)Nc1ccc(S(=O)(=O)NC(CC(=O)N(C)Cc2ccccc2)C(C)C)cc1 (stereo not given)	1.1	5.4%	-2.8%	14.1%	-2.4%	0.3%	nt	nt	-11.9%	-0.4%
S=c1[nH]nc(-c2ccco2)n1-c1ccccc1Cl	1	1.0%	-1.6%	-5.1%	2.2%	0.7%	-2.8	696	-1.4%	2.2%
CN1CCN(Cc2nc3c(c(=O)n(C)c(=O)n3C)n2Cc2cccc3ccccc23)CC1	1.1	7.1%	-9.1%	-3.9%	1.0%	3.8%	-18.2	607	-13.4%	10.2%

In the list so far, three contain a COOH group:
SMILES	TNAP activation fold	PMI inhibitors	XIAP displacement	Siah-1 displacement	P. falciparum M1AAP	UTI89 phage lysis	Hep lipid drop	Hep lipid drop cells 6.5 µM	P. falciparum M17LAP	human PMI inhibitors
CC(C)CC(NC(=O)c1cccc(Cl)c1)C(=O)O (stereo not given)	1.1	14.1%	-8.5%	0.1%	2.5%	2.2%	6.8	754	2.3%	10.4%
O=C(O)c1cccnc1Sc1ccccc1	1.1	-6.3%	-3.1%	-0.5%	8.4%	1.3%	32.9	626	5.8%	-16.8%
O=C(O)COc1ccc(/C=N/NC(=O)c2ccc(-c3csc(Nc4ccc(Cl)cc4)n3)cc2)cc1	nt	nt	nt	-22.4%	13.6%	-0.1%	-3.2	662	2.4%	nt

Assay outcomes: PubChem, several laboratories
